Screening results deposited in PubChem by Broad Institute.
ARNT TACC3 PPI: disruptors of human ARNT/TACC3 interaction; AlphaScreen His-ARNT PAS-B/GST-TACC3 binding, luminescence; TACC3 fragment carries E629A point mutation; Q9Y6A5; inhibition, % at 9.99 µM; actives 0.66% (n = 390,000); AID 623870;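 active = mean inhibition of replicates at least 50% and at least half of replicates each reaching 50%; inconclusive = half or more replicates reach 50% but mean below 50%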;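 also: 0% = complete ARNT plus TACC3 wells and 100% = ARNT alone without TACC3; many hits fall short of the cut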
CASP6 VEID inh: blocks human caspase-6 cleavage activity | P55212 | actives 0.53% (n = 350,000) | inhibition, % at 12.5 µM | AID 686996 | purified caspase-6, Z-VEID-R110 cleavage fluorescence;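 active = mean inhibition across replicates at least about 35%, with every replicate also reaching that limit, limit read from the data; inconclusive = only one of the two criteria met; inactive = neither criterion met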;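 also: 0% = median of neutral control wells and 100% = no fluorescence left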
Target sequence (P55212 24-179 limits assumed): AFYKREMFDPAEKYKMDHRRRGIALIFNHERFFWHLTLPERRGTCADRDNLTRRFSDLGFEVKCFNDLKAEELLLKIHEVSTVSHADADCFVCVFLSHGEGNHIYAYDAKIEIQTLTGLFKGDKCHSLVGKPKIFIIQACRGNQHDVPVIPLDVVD
Target sequence (P55212 194-293 limits assumed): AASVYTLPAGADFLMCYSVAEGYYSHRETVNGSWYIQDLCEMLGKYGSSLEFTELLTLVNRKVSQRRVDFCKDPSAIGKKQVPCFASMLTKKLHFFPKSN
EWS-Fli inh: EWS/Fli transcriptional activity inhibition | A673 NR0B1-luciferase reporter, viability-normalised | inhibition, % at 12.6 µM | actives 0.67% (n = 350,000) | AID 651661;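 active = mean inhibition of at least 50% after viability correction, with every replicate also passing that limit; inconclusive = mean reaches 50% but only one of two replicates passes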;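 also: firefly luciferase signal divided by Alamar Blue viability fluorescence both relative to DMSO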
DENV2 CPE: protects cells from dengue virus 2 cytopathic effect; DENV2-infected cells, cytopathic effect rescue, plate reader; CPE inhibition, % at 9.99 µM; actives 1.7% (n = 350,000); AID 651640; in the data active = CPE inhibition above about 20%, passing the limit was not always enough; inconclusive = no clear call, values can overlap the other calls; tested in BHK-21 cells;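 also: 0% = median of neutral control wells and 100% = median of positive control wells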
PAX8 reporter: PAX8 transcriptional activity inhibition | RMG-I TPO-luciferase reporter, SteadyGlo, 24 h | inhibition, % at 12.6 µM | actives 1.2% (n = 360,000) | AID 652154;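 active = mean replicate inhibition at least 60% with every replicate also reaching 60%; inconclusive = only one of the two criteria is met; inactive = mean below 60% and not all replicates reaching 60%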;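 also: luciferase light reporting Pax8 driven TPO promoter activity; plate controls were median of neutral control wells for no effect and mitoxantrone controls for full effect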
LGR2 inh: inhibitors of bursicon-induced Drosophila LGR2 receptor cAMP signaling | actives 0.35% (n = 380,000) | AID 720647 | inhibition, % at 9.99 µM | HEK293 LGR2, CRE-luciferase, bursicon-stimulated, 4 h;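 active = drop in luminescence signal, shown as inhibition above about 50% in the replicate tests, limit read from the data, passing the limit was not always enough; inconclusive = probably only some replicates passing the limit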;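 also: agonist challenge used bursicon conditioned medium at about half maximal strength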
SIRT5 inh: blocks human SIRT5 desuccinylation of peptide | Q9NXA8 | Purified SirT5, succinyl-peptide AMC, trypsin-coupled fluorescence | inhibition, % at 15 µM | actives 1.1% (n = 330,000); in the data active = inhibition above about 15%; inconclusive = no clear call, values can overlap the other calls
Target sequence (Q9NXA8 whole entry, looked up): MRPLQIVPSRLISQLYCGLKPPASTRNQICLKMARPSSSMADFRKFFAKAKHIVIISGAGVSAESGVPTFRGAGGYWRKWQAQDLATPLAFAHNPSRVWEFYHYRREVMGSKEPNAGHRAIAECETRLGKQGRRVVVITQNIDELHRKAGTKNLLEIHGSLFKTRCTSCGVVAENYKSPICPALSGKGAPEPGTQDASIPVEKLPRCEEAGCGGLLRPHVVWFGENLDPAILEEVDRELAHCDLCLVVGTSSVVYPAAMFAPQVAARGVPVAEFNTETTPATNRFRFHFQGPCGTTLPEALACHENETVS
Starred values were filed as active, the others as inactive; ? = inconclusive; . = no result given; & = joins results of further samples.

| SMILES | ARNT TACC3 PPI | CASP6 VEID inh | EWS-Fli inh | DENV2 CPE | PAX8 reporter | LGR2 inh | SIRT5 inh |
| --- | --- | --- | --- | --- | --- | --- | --- |
| CNC[C@@H]1Oc2c(NC(=O)Nc3ccc(C(F)(F)F)cc3)cccc2C(=O)N([C@@H](C)CO)C[C@H]1C | . | -1 | -6 | 0 | -7 | 11 | . |
| COc1ccc(CCNC(=O)CS(=O)Cc2nc(-c3ccccc3F)oc2C)cc1OC (configuration not stated) | -5 | -2 | . | 0 | 10 | 3 | -7 |
| CC(CNC(=O)CN1C(=O)NC2(CCOc3ccccc32)C1=O)c1ccccc1 (configuration not stated) | -3 | 1 | 9 | -4 | 10 | -5 | 3 |
| O=C(Nc1cccc(C(F)(F)F)c1)Oc1ccccc1N1CCOCC1 | -1 | 4 | 16 | -5 | 24 | -8 | . |
| COc1cccc(Nc2nc(C)nc3c2oc2ccccc23)c1 | -2 | 4 | -13 | 0 | -55 | -7 | -1 |
| CCCN(C)C[C@H]1Oc2cc(C#CC3CCCC3)ccc2S(=O)(=O)N([C@H](C)CO)C[C@@H]1C | 3 | 4 | -6 | -9 | -5 | -6 | 1 |
| Cc1ccccc1-c1ccc([C@@H]2[C@H](CO)N3CCCCN(CC4CCOCC4)C[C@@H]23)cc1 | -2 | 0 | 10 | -2 | 15 | 17 | . |
| COc1nc(NCCO)nc(Nc2ccccc2F)n1 | -8 | 0 | -56 | -1 | -110 | -5 | -4 |
| COc1cc(/C=N/NC(=O)C(C)Nc2n[nH]c(=O)[nH]c2=O)ccc1O (configuration not stated) | 1 | . | . | . | 0 | 0 | . |
| CCOC(=O)n1c(=O)n(Cc2ccc(F)cc2)c2ccccc21 | 0 | -1 | 1 | 8 | 6 | -13 | -5 |
| CCC(=O)N(C)C[C@H]1Oc2ncc(C#C[C@H](C)O)cc2C(=O)N([C@@H](C)CO)C[C@@H]1C | -13 | -1 | -2 | 10 | -34 | 8 | 9 |
| COc1ccc(S(=O)(=O)Nc2cccc3c2O[C@H](CN(C)Cc2ccncc2)[C@@H](C)CN([C@H](C)CO)C3=O)cc1 | -3&-1 | -3&-2 | -4&5 | ? | 11&-13 | -2&-9 | -2 |
| CC1=CC(C)(C)[N+](C)=CN1c1ccccc1 | -5 | -7 | 0 | -10 | 32 | 0 | . |
| CO[C@@H]1CC[C@@H]2CCN(C)C(=O)[C@@H](C)CN(C)C(=O)c3cccc(C#N)c3OC[C@@H]1O2 | 33 | 5 | 0 | 3 | 4 | -3 | 5 |
| O=S(=O)(Nn1cnnc1)c1ccc(F)cc1 | . | -6 | 12 | -3 | -3 | 7 | 5 |
| Cc1ccc(/C=C/C(=O)Nc2ccncc2)o1 | -5 | . | . | . | -19 | -5 | . |
| CO[C@@H]1CN(C)C(=O)c2cc(NC(C)=O)ccc2OC[C@@H](C)N(CCc2ccccc2)C[C@@H]1C | 0 | -3 | -2 | -8 | . | -2 | 0 |
| O=C(Nc1ccc(F)c(F)c1)c1ccc(F)c(S(=O)(=O)N2CCC3(CC2)OCCO3)c1 | -1 | 2 | 26 | . | 23 | -3 | -1 |
| O=C(Nc1ccccc1OC(F)F)c1ccc(-n2cncn2)c([N+](=O)[O-])c1 | -3 | 1 | -3 | 4 | -3 | 0 | 1 |
| CCOC(=O)c1c(C)c2c(=O)[nH]cnc2n1-c1ccccc1 | 16 | -1 | -16 | -5 | -26 | 3 | 4 |

Profiles from above:
CCC(=O)N(C)C[C@H]1Oc2ncc(C#C[C@H](C)O)cc2C(=O)N([C@@H](C)CO)C[C@@H]1C is entered as ARNT TACC3 PPI = -13; CASP6 VEID inh = -1; EWS-Fli inh = -2; DENV2 CPE = 10; PAX8 reporter = -34; LGR2 inh = 8; SIRT5 inh = 9
CO[C@@H]1CN(C)C(=O)c2cc(NC(C)=O)ccc2OC[C@@H](C)N(CCc2ccccc2)C[C@@H]1C is entered as ARNT TACC3 PPI = 0; CASP6 VEID inh = -3; EWS-Fli inh = -2; DENV2 CPE = -8; PAX8 reporter = .; LGR2 inh = -2; SIRT5 inh = 0

Other entries:
| SMILES | ARNT TACC3 PPI | CASP6 VEID inh | EWS-Fli inh | DENV2 CPE | PAX8 reporter | LGR2 inh | SIRT5 inh |
| --- | --- | --- | --- | --- | --- | --- | --- |
| CC1(C)CC2CC(C)(CN2CC(O)c2ccccc2)C1 (configuration not stated) | -8 | -3 | 1 | 0 | 24 | -9 | -6 |
| CCCCCCN1C[C@H](O)[C@@H](n2cc(COC(=O)c3ccccc3)nn2)C[C@@H]1c1ccc(Cl)cc1 | . | -4 | 1 | 14 | 11 | -2 | 15* |
| CCOc1ccc(CN2CCNC(=O)C2CC(=O)NCc2csc(C)n2)cc1 (configuration not stated) | 5 | 1 | -5 | -9 | 1 | -22 | -2 |
| COc1cccc(C(=O)N2CCOCC2)c1OC | 5 | -1 | -3 | -6 | 17 | 19 | -2 |
| COc1ccccc1CN1CCCC(CN(CCN(C)C)C(=O)C2CCCC2)C1 (configuration not stated) | 2 | -68 | -1 | -6 | -10 | 6 | 7 |
| Nc1ccc(Oc2cccc(Oc3ccc(N)cc3)c2)cc1 | 2 | -3 | 78* | -4 | 13 | -15 | 1 |
| CCNC(=O)C[C@H]1CC[C@H](NC(=O)C2CCOCC2)[C@H](CO)O1 | 4 | -4 | -1 | 5 | -9 | 4 | 2 |
| CCCCc1ccc(NC(=O)c2ccc(NS(C)(=O)=O)cc2)cc1 | . | 3 | 2 | -6 | -4 | -1 | -8 |
| COc1cccc(NC(=O)[C@@H]2CCCN2C(=O)[C@@H]2Cc3ccccc3CN2C(=O)OC(C)(C)C)c1 | 6 | 4 | -12 | -1 | 8 | -10 | -1 |
| CCn1cc(C(=O)OCC(=O)c2ccc(Cl)cc2)c(=O)c2ccc(C)nc21 | -9 | -2 | 0 | 6 | 16 | 5 | -6 |
| O=C(NC1CCCC1)c1cnn2c(C(F)(F)F)cc(-c3ccc4c(c3)OCO4)nc12 | 0 | 1 | . | . | . | . | -3 |
| C=CCn1c(SCCN2C(=O)c3ccccc3C2=O)nc2scc(-c3ccccc3)c2c1=O | -5 | -1 | . | . | . | 7 | -4 |
| O=C(c1ccc(Br)o1)N1CCN(Cc2ccccc2Cl)CC1 | 10 | 1 | -5 | 0 | 11 | -4 | -1 |
| O=C(c1ccccc1)c1ccccc1C(=O)c1ccccc1 | -8 | -1&0 | -15&-5 | 0&-3 | 0&-1 | -1&9 | -3&-5 |
| COc1cc(/C=N/NC(=O)CN2CCCCC2)ccc1OCc1ccccc1 | -7 | . | . | . | -159 | -39 | . |
| O=C(/C=C/c1ccc(Cl)cc1)Nc1ccc(S(=O)(=O)Nc2ncccn2)cc1 | -7 | 1 | 5 | -4 | -11 | -21 | 1 |
| C[C@H](CO)N1C[C@H](C)[C@H](CN(C)Cc2ccccc2)Oc2ncc(Br)cc2C1=O | -1&-2 | -2&11&5&3 | 3&2&-4&-11 | ? | -7&1 | -14&-12 | -6&0&-31&-1 |
| C[C@@H]1CN([C@@H](C)CO)C(=O)c2cc(-c3ccc(C#N)cc3)cnc2O[C@@H]1CN(C)C(=O)Nc1ccccc1 | -2 | -3 | 17 | 13 | . | 5 | -2 |
| Cc1ccc(NCc2nnc3n2CCCCC3)c(C)c1 | 4 | -2 | -4 | -11 | -13 | -10 | -2 |
| Cc1ccc2nc(C3CCCCC3)c(Cc3cccc(Cl)c3)n2c1 | . | -4 | -18 | -1 | 0 | -10 | -1 |

In a second layout: entries from further up.
> COc1cc(/C=N/NC(=O)CN2CCCCC2)ccc1OCc1ccccc1
  ARNT TACC3 PPI = -7
  CASP6 VEID inh = .
  EWS-Fli inh = .
  DENV2 CPE = .
  PAX8 reporter = -159
  LGR2 inh = -39
  SIRT5 inh = .

> O=C(c1ccccc1)c1ccccc1C(=O)c1ccccc1
  ARNT TACC3 PPI = -8
  CASP6 VEID inh = -1&0
  EWS-Fli inh = -15&-5
  DENV2 CPE = 0&-3
  PAX8 reporter = 0&-1
  LGR2 inh = -1&9
  SIRT5 inh = -3&-5

Gathered by group, those above with a cyano group
| SMILES | ARNT TACC3 PPI | CASP6 VEID inh | EWS-Fli inh | DENV2 CPE | PAX8 reporter | LGR2 inh | SIRT5 inh |
| --- | --- | --- | --- | --- | --- | --- | --- |
| CO[C@@H]1CC[C@@H]2CCN(C)C(=O)[C@@H](C)CN(C)C(=O)c3cccc(C#N)c3OC[C@@H]1O2 | 33 | 5 | 0 | 3 | 4 | -3 | 5 |
| C[C@@H]1CN([C@@H](C)CO)C(=O)c2cc(-c3ccc(C#N)cc3)cnc2O[C@@H]1CN(C)C(=O)Nc1ccccc1 | -2 | -3 | 17 | 13 | . | 5 | -2 |

Next section
| SMILES | ARNT TACC3 PPI | CASP6 VEID inh | EWS-Fli inh | DENV2 CPE | PAX8 reporter | LGR2 inh | SIRT5 inh |
| --- | --- | --- | --- | --- | --- | --- | --- |
| CCNC(=O)C1(C)CCN(C(=O)c2c(-c3ccccc3)noc2C)C1 (configuration not stated) | . | -3 | -3 | ? | 6 | -7 | -1 |
| c1ccc(COCC2CCNCC2)cc1 | -2 | -8 | -5 | ? | 3 | 6 | -2 |
| CN1C(=O)c2cc(NC(=O)C3CCOCC3)ccc2OC[C@@H]2O[C@H](CC(=O)NCc3ccccc3F)CC[C@H]21 | 1 | -1 | -2 | 13 | -1 | 30 | -14 |
| COC(=O)C(NC(C)=O)(Nc1nc2c(C)cc(C)cc2s1)C(F)(F)F (configuration not stated) | . | 0 | . | . | . | 1 | 0 |
| CCOC(=O)C1(CC2CCCCO2)CCN(S(=O)(=O)c2ccc(OC)cc2)CC1 (configuration not stated) | -1 | -3 | 4 | -2 | 9 | 3 | -2 |
| O=C(O)CC(NC(=O)C1CCCCC1)c1ccc(OC2CCCC2)cc1 (configuration not stated) | -14 | 1 | 5 | -5 | 8 | -2 | -3 |
| C[C@H]1CN([C@@H](C)CO)C(=O)Cc2cc(NS(=O)(=O)c3ccccc3)ccc2O[C@H]1CN(C)S(=O)(=O)c1ccc(Cl)cc1 | 5 | . | 3 | -6 | 30 | -8 | . |
| CCOc1ccccc1Nc1nnc(SCC(=O)NC2CC2)s1 | -1 | -2 | 5 | 10 | -4 | 5 | -5 |
| O=C1C2CSCN2C(=O)CN1CCCN1CCN(C(c2ccccc2)c2ccccc2)CC1 (configuration not stated) | 6 | -15 | -8 | -5 | -7 | 7 | -4 |
| C[C@H]1CCCCO[C@@H](CN(C)C(=O)Nc2ccccc2)[C@@H](C)CN([C@@H](C)CO)C(=O)c2cc(N(C)C)ccc2O1 | 1 | -3 | -4 | 1 | 25 | -28 | -1 |
| COc1ccc(-c2nnc(SCC(=O)NC(=O)Cc3ccccc3)n2C)cc1 | -2 | 1 | -7 | -1 | 1 | -14 | -4 |
| COCCn1c(NCc2ccco2)nc2c1c(=O)[nH]c(=O)n2C | 5 | -1 | -1 | 2 | 4 | -1 | -5 |
| CC(C)C#Cc1ccc2c(c1)O[C@@H](CN(C)Cc1ccccn1)[C@H](C)CN([C@@H](C)CO)S2(=O)=O | 4 | 0 | 11 | 4 | 9 | 20 | 11 |
| Cc1cc(C)c(C)c(S(=O)(=O)N2CCC(C(=O)Nc3ccncc3)CC2)c1C | -7 | 0 | 17 | -1 | 14 | -1 | 3 |
| CN(CC1CCOCC1)C(=O)CC1C(=O)NCCN1Cc1cccc(C(F)(F)F)c1 (configuration not stated) | 11 | -1 | . | -8 | 2 | -6 | -1 |
| COCCn1nnnc1CN1CCN(C(=O)c2ccco2)CC1 | -1 | 3 | 0 | 2 | -3 | 9 | -2 |
